# Compound activity as filed in PubChem.
# SENP6 inh – SENP6 protease inhibition; Q9GZR1; Recombinant SENP6 catalytic domain, aminoluciferin luminescence; inhibition, % at 10 µM; actives 1.8% (n = 330,000); AID 2599;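 active means inhibition above about 50% at the single tested dose, limit read from the data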;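 further: plate controls were DMSO wells with enzyme for no effect and DMSO wells lacking enzyme for full effect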
# HKDC1 inhibitor – inhibitors of human hexokinase HKDC1. recombinant HKDC1, G6PDH/diaphorase resazurin coupled fluorescence. actives 0.16% (n = 340,000). inhibition, % at 20 µM;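 active means inhibition above about 35% when tested at 20 µM, limit read from the data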;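 further: plate controls were DMSO wells with enzyme for no effect and DMSO wells lacking enzyme for full effect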
# Target sequence (Q2TB90 whole entry, looked up): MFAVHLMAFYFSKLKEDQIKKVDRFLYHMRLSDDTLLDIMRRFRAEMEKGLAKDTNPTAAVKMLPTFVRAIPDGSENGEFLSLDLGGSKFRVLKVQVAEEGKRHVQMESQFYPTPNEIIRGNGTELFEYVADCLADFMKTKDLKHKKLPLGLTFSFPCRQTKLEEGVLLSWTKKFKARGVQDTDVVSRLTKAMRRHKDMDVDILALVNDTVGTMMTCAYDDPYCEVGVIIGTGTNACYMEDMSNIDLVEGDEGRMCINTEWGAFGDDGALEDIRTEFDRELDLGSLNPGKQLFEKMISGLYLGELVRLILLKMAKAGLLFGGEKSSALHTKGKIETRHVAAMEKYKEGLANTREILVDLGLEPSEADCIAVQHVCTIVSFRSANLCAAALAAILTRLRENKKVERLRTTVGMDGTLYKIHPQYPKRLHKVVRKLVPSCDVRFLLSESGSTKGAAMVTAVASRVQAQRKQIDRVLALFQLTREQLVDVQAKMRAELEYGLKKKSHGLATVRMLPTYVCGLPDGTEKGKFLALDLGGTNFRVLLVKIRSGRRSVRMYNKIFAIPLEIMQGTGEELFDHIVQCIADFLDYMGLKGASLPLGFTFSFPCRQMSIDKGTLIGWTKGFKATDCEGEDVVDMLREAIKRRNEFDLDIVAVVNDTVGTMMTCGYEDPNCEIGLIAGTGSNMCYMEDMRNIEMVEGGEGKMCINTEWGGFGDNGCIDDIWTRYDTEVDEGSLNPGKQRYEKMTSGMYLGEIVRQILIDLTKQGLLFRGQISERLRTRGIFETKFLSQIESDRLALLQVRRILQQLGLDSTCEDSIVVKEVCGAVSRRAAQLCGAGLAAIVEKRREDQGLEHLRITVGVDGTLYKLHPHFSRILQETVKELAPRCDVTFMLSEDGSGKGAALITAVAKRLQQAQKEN
#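 System: Recombinant HKDC1 hexokinase | Amount: HKDC1 at 5 µg/mL | Reagent: Glucose with 1 mM ATP | Doses: Single 20 µM dose | Incubation: Reaction time 90 min, room temperature, protected from light | Signal: Coupled resazurin fluorescence, excitation 525 nm, emission 613 nm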
# SENP8 block-1 – SENP8 protease inhibition; Q96LD8; purified SENP8, Z-RLRGG-aminoluciferin cleavage, luminescence; inhibition, % at 10 µM; actives 1.2% (n = 330,000); AID 2540; in the data active means inhibition above about 50%
# SENP1 inh – SENP1 (human) catalytic domain inhibition; recombinant SENP1 catalytic domain, CyPet-SUMO1-YPet FRET cleavage; inhibition, % at 10 µM; actives 0.21% (n = 360,000); AID 624204;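 active means inhibition at least 30% at 10 µM, raw YFP signal under a set limit, fluorescence ratio 0.5 to 1.5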;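 further: 0% = enzyme with DMSO and 100% = no enzyme wells; some results filed as inactive read as strong as hits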
#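 Material: hSENP1 catalytic domain, recombinant; medium: Tris pH 8 with BME, BSA, NP40 and catalase; compound: single concentration of 10 µM compound, 0.5% DMSO final; technique: FRET read of cyan and yellow fluorescence; timing: 50 min enzyme reaction, room temperature, light-protected; reagent: SFCypet-SUMO1-SFYpet substrate at 25 nM; control set: no-enzyme low, enzyme-DMSO high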
# SENP7 block – SENP7 protease inhibition. actives 1.5% (n = 330,000). Q9BQF6. recombinant SENP7, Z-RLRGG-aminoluciferin luminescence, 40 min. inhibition, % at 5 µM. AID 434973;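 active means inhibition above about 50% at the single test dose, limit read from the data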;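 further: plate controls were DMSO with enzyme for no effect and no enzyme buffer wells for full effect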
# NLRP3 yeast inh – blocks the NALP3 inflammasome reconstituted in yeast | Yeast reconstituted NLRP3/ASC/caspase-1, beta-gal luminescence, 24 h | inhibition, % at 10 µM | actives 0.39% (n = 330,000);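 active means inhibition of 50% or more; inactive means inhibition below 50%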;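 further: plate controls were induced DMSO wells for no effect and uninduced yeast grown without galactose for full effect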
# Apaf1 inhib – inhibitors of human Apaf-1 apoptosome. inhibition, % at 20 µM. actives 0.71% (n = 330,000). reconstituted apoptosome caspase-3 activity, DEVD-Rh110 fluorescence. O14727; active means inhibition of at least 40% at 20 µM;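 further: plate controls were DMSO wells for no effect and DEVD-CHO caspase inhibitor wells for full effect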
#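 System – cell-free apoptosome with Apaf-1, procaspase-3 and caspase-9 · Buffer or medium – pH 7.5 Hepes buffer with CHAPS, BSA, DTT · Also added – cytochrome c with DEVD-Rh110 · Times – 30 min compound preincubation, 50 min activation, room temperature · Technique – Rh110 fluorescence intensity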
# PfGluPho inh – PfG6PD (Plasmodium falciparum) enzyme inhibition | PfGluPho enzyme, NADPH resazurin-diaphorase fluorescence | actives 0.78% (n = 350,000) | inhibition, % at 20 µM;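 active means inhibition reaching at least a set limit at 20 µM in the primary screen, cut at about 59% in these data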;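 further: 0% = DMSO wells with substrate and 100% = DMSO wells lacking glucose-6-phosphate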
# SENP8 block-2 – blocks human SENP8 cleavage of Nedd8 substrate. recombinant SENP8, Nedd8 substrate fluorescence. inhibition, % at 20 µM. actives 0.64% (n = 360,000). AID 602440; in the data active means inhibition mostly above about 40%, no sharp cut-off; inactive means mostly below about 27%
# Numbers without * were called inactive; . = no result given.
SMILES,SENP6 inh,HKDC1 inhibitor,SENP8 block-1,SENP1 inh,SENP7 block,NLRP3 yeast inh,Apaf1 inhib,PfGluPho inh,SENP8 block-2
C=CCn1c(C)nnc1SCC(=O)N1CCN(S(=O)(=O)c2ccccc2)CC1,4,-6,5,2,7,4,-20,-16,32
C[N+]1(CC(=O)Nc2ccccc2Cl)CCN(C(=O)c2cccs2)CC1,0,-7,1,2,8,10,2,2,20
COc1ccc(CNc2ncc(-c3cccc([N+](=O)[O-])c3)n2C)c(OC)c1OC,-15,1,-2,0,-1,16,4,-13,16
CN(C(=O)CSc1nncc2ccccc12)C1CCCCC1,-35,6,-10,2,-8,15,11,-7,-1
Cc1cc(C)nc(-n2nc(C)cc2NC(=O)CN2CCc3ccccc3C2)n1,37,5,7,-9,-5,5,54*,-3,32
COc1cc(/C=C2/C(=N)N3OC(C)=CC3=NC2=O)ccc1OC(=O)c1ccco1,-5,11,-7,-108,1,-18,-2,9,-8
COC(=O)CC1C(=O)NCCN1Cc1cn(-c2ccc(C)cc2)nc1-c1cccc(C)c1 (stereo not drawn),7,6,5,-1,3,18,7,5,-5
CCC(=O)Nc1c(C)nn(-c2ccc(C)c(C)c2)c1C,4,-7,3,3,6,11,-1,-14,9
COc1ccc2nc3n(c(=O)c2c1)-c1ccccc1C(=O)NC3Cc1ccccc1 (stereo not drawn),2,.,3,.,3,19,2,.,.
CCCCCOC(=O)Cn1c(=O)oc2ccc(C)cc21,-21,-4,-7,2,-9,-13,1,1,7
CCCCC(=O)Nc1ncc(Br)s1,12,15,1,0,11,26,1,-2,8
O=C(Nc1ccc(S(=O)(=O)N2CCOCC2)cc1)c1cc(-c2cc(Cl)ccc2O)n[nH]1,-24,22,-3,-2,8,1,0,-18,7
CC(C)n1c(N)c(C#N)c2ccc([N+](=O)[O-])cc2c1=O,12,-2,3,-35,2,11,-4,-10,-209
CCCCC[n+]1cccc2c3ccccc3ccc21,1,-2,1,-1,4,2,5,10,-348
COc1ccc(CCNc2oc(-c3ccccc3OC)nc2C#N)cc1OC,2,-4,-5,0,-9,17,4,-11,-398
O=C(CC(=O)c1cccs1)c1ccncc1,.,-5,.,1,.,.,.,-7,-66
CCCNC(=O)c1onc(CSc2ccc(F)c(F)c2)c1C(=O)NCCC,1,-1,-5,.,-6,25,14,38,.
Cn1c(=O)c2c(nc(N3CCc4ccccc4C3)n2C)n(C)c1=O,-20,12,-15,-5,-8,29,7,-26,-21
O=C(Cn1nc2n(c1=O)-c1ccccc1SC2)N/N=C/c1cccs1,6,-2,7,2,-1,9,-2,-4,12
O=C(COC(=O)c1cc(Cl)ccc1O)NCCC1=CCCCC1,-3,-2,-4,-1,6,23,3,-10,-143
O=C1CCN(S(=O)(=O)c2ccccc2)CCN1CCOCc1ccccc1,-5,0,3,-1,-4,0,-3,-9,17
COc1cc(/C=C/C(=O)NC(=O)c2ccccc2O)ccc1O,38,1,18,9,33,7,-8,10,-318
CCOC(=O)CNC(c1ccccc1)c1cc(Br)ccc1NC(=O)CCN1CCOCC1 (stereo not drawn),-1,7,-2,0,2,45,-2,-1,17
COc1cc(C(=O)n2cnc3ccccc32)c([N+](=O)[O-])cc1OC,0,8,6,1,-3,6,-12,-2,13
O=C(N/C(=C/c1ccccc1Cl)C(=O)N1CCCC1)c1ccccc1,-6,-8,-5,2,5,19,13,-16,10
Cc1cc(-c2nnnn2-c2cc(Cl)cc(Cl)c2)no1,-14,3,-6,2,-2,3,-13,-1,-9
COc1cccc(/C=N/NC(=O)C(c2ccncc2)N2CCOCC2)c1 (stereo not drawn),-15,-2,1,1,3,7,-6,-9,4
O=C(CCc1nc2ccccc2n1-c1ccccc1)NCCO,-9,-15,1,1,-5,9,6,-11,13
Cc1ccc(OCC(=O)Nc2cccc(S(=O)(=O)NC3=NCCCCC3)c2)cc1C,-18,-4,-9,2,12,2,7,1,3
O=C(Cn1nnc2ccccc2c1=O)NCc1ccco1,-8,-4,8,0,0,16,-20,2,9
CSc1nc2cc(C)nn2c(-c2ccccc2Cl)c1C#N,7,-2,3,-5,4,1,-23,4,-4
O=C(Nc1cc(C(F)(F)F)ccc1N1CCOCC1)C1CCCO1 (stereo not drawn),-2,0,0,0,8,14,-6,-2,2
COCCn1c(-c2ccc(OC)cc2)cnc1SCC(=O)Nc1ccc(OC)cc1OC,17,-8,2,3,10,34,7,11,-12
C=CCC[C@H](Cc1ccc(F)cc1)C(=O)OC[C@@H](NC(=O)[C@@H](CC=C)CC(=O)N(CCO)Cc1ccccc1)C(C)(C)C,-9,-3,-15,1,-3,23,36,19,16
O=C(NCCCO)NC(=S)c1cccc2ccccc12,-9,-11,-2,3,-1,22,-13,-10,7
CN(Cc1ccccc1)c1nc2c(c(=O)n(C)c(=O)n2C)n1CCCc1ccccc1,-16,0,-10,0,-8,4,27,11,29
O=C(c1cccnc1NCc1ccc(F)cc1)N1CCOCC1,-6,-6,-12,2,-8,5,-4,-20,3
COc1ccc(C2C3=C(CCCC3=O)Nc3nc(C(F)(F)F)nn32)c(OC)c1OC (stereo not drawn),5,4,2,2,7,8,10,-6,-4
CCC(=O)N1CC2(CC(c3cccc(NC(=O)COc4ccc(Cl)cc4)c3)=NO2)C[C@@H]1C(N)=O (stereo partly drawn),-22,.,-13,.,-8,23,2,.,.
C[C@H](NC(=O)c1nc[nH]c1C(=O)NCc1ccc(CNC(=O)OC(C)(C)C)cc1)c1ccccc1,5,3,-2,2,2,5,25,27,24
CCC(=O)N1CCN(c2ccc(OC)cc2[N+](=O)[O-])CC1,-10,-8,3,0,-4,15,-6,2,17
Cc1ccc(NC(=O)CN(C)CC(=O)N(CC(C)C)c2c(N)n(CC(C)C)c(=O)[nH]c2=O)c(C)c1,-23,-1,5,-5,1,13,-3,0,1
Cn1c(CBr)c(C(=O)c2ccc([N+](=O)[O-])cc2)c(=O)n(C)c1=O,-19,-5,-14,-4,-11,0,12,2,4
COc1ccc2c(c1)CCc1c(C(=O)N3CCCCCC3)noc1-2,-2,1,-6,-1,29,27,11,-3,2
O=C(NCCc1ccc(C(F)(F)F)cc1)C1CCC(=O)N(CCc2cccc(F)c2)C1 (stereo not drawn),-17,1,-5,1,-3,10,2,14,5
COc1ccc(S(=O)(=O)N2CCc3ccccc3C2)cc1OC,-4,10,-3,1,-2,-1,5,-10,20
COc1ccc(-c2noc(-c3ccccc3C(=O)Nc3cccnc3)n2)cc1,5,-3,-6,-1,10,20,9,5,12
COc1ccccc1C(=O)N/N=C/c1cnc2ccccc2n1,1,3,-4,2,2,8,-6,-1,10
Cc1nc2c(c(C)nn2-c2ccccc2)c(C)c1CCC(=O)NCCCOC(C)C,1,0,3,1,1,13,7,-9,-171
O=C(CN1CCCCC1)N/N=C/c1ccccc1OCc1ccccc1,-4,-7,-2,2,10,27,5,4,10
Cn1c(=O)c([N+](=O)[O-])c(NCC2CCCO2)c2ccccc21 (stereo not drawn),-11,6,1,-1,-1,11,-23,7,11
CS(=O)(=O)Nc1ccc2c(c1)nc1n2CCOC1,-11,2,3,-1,3,7,1,-13,23
Cc1cc(=O)oc2c(C)c(OC(C)C(=O)NCCCN3CCOCC3)ccc12 (stereo not drawn),-18,-7,-1,0,-7,5,-13,-20,-57
NC(=O)Nc1ccc(C(=O)OCC(=O)N2CCCC2=O)cc1,22,-7,3,2,5,5,-10,-1,10
CCN(CC)CCN(C(=O)c1ccc(C(=O)c2ccccc2)cc1)c1nc2cc3c(cc2s1)OCO3,-3,1,1,0,3,18,27,15,22
COc1ccc(-c2csc(NCc3ccco3)n2)cc1,-15,-14,25,17,6,22,8,4,3

# Among those listed so far, these contain an aryl methoxy group:
SMILES,SENP6 inh,HKDC1 inhibitor,SENP8 block-1,SENP1 inh,SENP7 block,NLRP3 yeast inh,Apaf1 inhib,PfGluPho inh,SENP8 block-2
COc1ccc(CNc2ncc(-c3cccc([N+](=O)[O-])c3)n2C)c(OC)c1OC,-15,1,-2,0,-1,16,4,-13,16
COc1cc(/C=C2/C(=N)N3OC(C)=CC3=NC2=O)ccc1OC(=O)c1ccco1,-5,11,-7,-108,1,-18,-2,9,-8
COc1ccc2nc3n(c(=O)c2c1)-c1ccccc1C(=O)NC3Cc1ccccc1 (stereo not drawn),2,.,3,.,3,19,2,.,.
COc1ccc(CCNc2oc(-c3ccccc3OC)nc2C#N)cc1OC,2,-4,-5,0,-9,17,4,-11,-398
COc1cc(/C=C/C(=O)NC(=O)c2ccccc2O)ccc1O,38,1,18,9,33,7,-8,10,-318
COc1cc(C(=O)n2cnc3ccccc32)c([N+](=O)[O-])cc1OC,0,8,6,1,-3,6,-12,-2,13
COc1cccc(/C=N/NC(=O)C(c2ccncc2)N2CCOCC2)c1 (stereo not drawn),-15,-2,1,1,3,7,-6,-9,4
COCCn1c(-c2ccc(OC)cc2)cnc1SCC(=O)Nc1ccc(OC)cc1OC,17,-8,2,3,10,34,7,11,-12
COc1ccc(C2C3=C(CCCC3=O)Nc3nc(C(F)(F)F)nn32)c(OC)c1OC (stereo not drawn),5,4,2,2,7,8,10,-6,-4
CCC(=O)N1CCN(c2ccc(OC)cc2[N+](=O)[O-])CC1,-10,-8,3,0,-4,15,-6,2,17
COc1ccc2c(c1)CCc1c(C(=O)N3CCCCCC3)noc1-2,-2,1,-6,-1,29,27,11,-3,2
COc1ccc(S(=O)(=O)N2CCc3ccccc3C2)cc1OC,-4,10,-3,1,-2,-1,5,-10,20
COc1ccc(-c2noc(-c3ccccc3C(=O)Nc3cccnc3)n2)cc1,5,-3,-6,-1,10,20,9,5,12
COc1ccccc1C(=O)N/N=C/c1cnc2ccccc2n1,1,3,-4,2,2,8,-6,-1,10
COc1ccc(-c2csc(NCc3ccco3)n2)cc1,-15,-14,25,17,6,22,8,4,3
